Screening results from PubChem BioAssay.
Kir21 inh: inhibitors of mouse Kir2.1 inward-rectifier potassium channel; Inward rectifier potassium channel 2 (Mus musculus), P35561; HEK293-Kir2.1, FluxOR thallium flux fluorescence; active compounds read low; B-score at 10 µM; 310,000 tested, 0.85% active; AID 1672, 2009;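 active = fluorescence ratio B-score at or below minus 3 SD of library scores, with starting-brightness B-score within 2 SD, cut at about -4.2 in these data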;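 note: channel flux triggered by added potassium and thallium sulfate stimulus; B-score of peak minus minimum fluorescence over baseline after thallium stimulus; more negative B-score means stronger Kir2.1 block with less thallium influx; some compounds called inactive have numbers as strong as hits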
Target sequence (P35561 whole entry, looked up): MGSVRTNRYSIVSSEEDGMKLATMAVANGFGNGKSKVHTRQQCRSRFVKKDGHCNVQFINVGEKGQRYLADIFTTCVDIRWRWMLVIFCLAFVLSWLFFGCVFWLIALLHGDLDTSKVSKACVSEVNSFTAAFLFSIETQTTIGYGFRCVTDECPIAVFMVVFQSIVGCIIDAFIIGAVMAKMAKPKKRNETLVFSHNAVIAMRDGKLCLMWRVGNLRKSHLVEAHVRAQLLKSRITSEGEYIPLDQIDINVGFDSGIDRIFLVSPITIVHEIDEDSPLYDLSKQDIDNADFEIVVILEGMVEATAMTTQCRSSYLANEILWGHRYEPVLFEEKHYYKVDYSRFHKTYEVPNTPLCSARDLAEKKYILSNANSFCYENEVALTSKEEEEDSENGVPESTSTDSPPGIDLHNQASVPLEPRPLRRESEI
STK33 kinase inh: inhibitors of purified STK33 kinase, primary screen, biochemical, ADP-Glo luminescence, homogeneous, cell-free. 320,000 tested, 0.073% active. MBP phosphorylation. inhibition, % at 10 µM;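 active = inhibition at or above 25%, using the most active replicate where run in duplicate; inactive = inhibition below 25%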
Target sequence (Q9BYT3 whole entry, looked up): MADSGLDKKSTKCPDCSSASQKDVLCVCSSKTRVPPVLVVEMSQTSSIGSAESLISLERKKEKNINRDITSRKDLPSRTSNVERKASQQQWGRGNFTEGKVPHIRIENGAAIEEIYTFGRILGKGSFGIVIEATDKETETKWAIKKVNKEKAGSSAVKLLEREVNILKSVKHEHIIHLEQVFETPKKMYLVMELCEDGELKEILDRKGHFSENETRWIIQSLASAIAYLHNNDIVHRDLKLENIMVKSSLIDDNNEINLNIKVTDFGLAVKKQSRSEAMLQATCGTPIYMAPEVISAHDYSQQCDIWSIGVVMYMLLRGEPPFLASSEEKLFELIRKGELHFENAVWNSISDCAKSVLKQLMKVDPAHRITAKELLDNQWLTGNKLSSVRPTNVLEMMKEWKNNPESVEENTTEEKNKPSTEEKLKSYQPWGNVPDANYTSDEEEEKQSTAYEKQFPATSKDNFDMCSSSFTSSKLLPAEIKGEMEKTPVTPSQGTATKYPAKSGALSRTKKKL
Numbers without * were called inactive; · = no result given.

Molecule | Kir21 inh | STK33 kinase inh
COc1ccccc1CNC(=O)[C@@H](NC(=O)C1CCN(C(=O)[C@@H]2CCCN2C(=O)OC(C)(C)C)CC1)C(C)C | 1.63 | -1.2
COc1ccc2oc(=O)c(/C(C)=N/Nc3ccccc3)cc2c1 | 0.12 | -0.6
Cc1ccc(NS(=O)(=O)c2cc(C(=O)O)ccc2Cl)c(C)c1 | 0.6 | -0.2
CCOCCCNC(=O)CN1CCN(Cc2ccc(Cl)cc2)C1=O | -0.34 | -1.6
CCOC(=O)CSc1ccccn1 | 0.54 | -0.8
Cc1ccc(CNC(=O)CSc2nc3ccccc3c(=O)n2CC2CCCO2)cc1 (stereo not given) | · | -3.2
CCCCN(C)C(=O)c1oc2ccc(S(=O)(=O)N3CCCCCC3)cc2c1C | -1.63 | -0.3
CC1CCN(CCOCCSc2ccc(Cl)cc2)CC1 | -3.12 | -0.7
NS(=O)(=O)c1ccc(CCNC(=O)CNC(=O)c2ccccc2F)cc1 | 0.03 | -1.0
O=C(NCc1ccncc1)Nc1ccc2c(c1)OCO2 | -0.64 | -0.3
CN(C)CCN(C(=O)CN1C(=O)c2ccccc2C1=O)c1nc2cc3c(cc2s1)OCCO3 | 2.17 | -0.7
CC(C)OC(=O)C1C(=O)CC(C)(O)C(C(=O)OC(C)C)C1c1ccccc1 (stereo not given) | 0.11 | -1.9
CC1=Nc2cc(Cl)ccc2Oc2ccccc21 | 0.02 | -1.5
O=C(CCNS(=O)(=O)c1ccccc1C(F)(F)F)N1CCN(S(=O)(=O)c2cccc(Cl)c2)CC1 | 0.87 | -0.2
Cc1cccc(NC(=S)N2CCN(c3ccc(F)cc3)CC2)c1 | -0.41 | -1.3

Molecule | Kir21 inh | STK33 kinase inh
COc1ccc(N(CC(=O)NC2CCCCC2)S(=O)(=O)c2c(C)[nH]c(=O)[nH]c2=O)cc1 | 0.54 | -1.8
Cc1cccc(NC(=O)/C=C/c2cccs2)n1 | -1.48 | 1.5
O=C(COC(=O)c1oc2ccccc2c1CSc1ccc(Cl)cc1)NC1CCCC1 | 0.64 | -1.0
Cc1c(CCC(=O)NC2CC2)c(=O)oc2cc(O)ccc12 | 0.42 | 3.7
O=C(Oc1ccc2ccccc2c1Cl)N1CCCCCC1 | 0.19 | -0.4
COc1cc2c(cc1NC(=O)COC(=O)[C@@H](NS(=O)(=O)c1ccccc1)C(C)C)oc1ccccc12 | 0.97 | -0.4
COC(=O)CCCC(=O)N1CCCC(N(C)CCc2ccccc2)C1 (stereo not given) | 0.64 | -0.9
Cc1cc(C)nc(-n2ncc3c2CC(c2ccc(C(C)C)cc2)CC3=O)n1 (stereo not given) | -0.55 | -1.4
COc1ccc(-n2ccnc2SCC(=O)NC2CCCC2)cc1 | · | -0.8
COC(=O)c1ccc(NC(=O)CSc2nnc(-c3ccncc3)n2C)cc1 | -0.74 | -1.2
CCCC(NC(=O)c1c(C)noc1C)C12CC3CC(CC(C3)C1)C2 (stereo not given) | 0.25 | 0.1
O=C(O)C1CC=CCC1C(=O)NC12CC3CC(CC(C3)C1)C2 (stereo not given) | -0.98 | -1.1
CCOc1ccc(-c2cc(C(=O)O)c3ccccc3n2)cc1 | -1.39 | 2.9
COc1ccccc1NC(=O)c1c(Nc2ccccc2C)sc(C(=O)Nc2cccc(Cl)c2)c1N | 0.25 | 0.4
CCSc1nnc(NC(=O)C2CC=CCC2C(=O)O)s1 (stereo not given) | -0.53 | 0.2

Molecule | Kir21 inh | STK33 kinase inh
O=C(CCn1c(=O)[nH]c2ccsc2c1=O)Nc1ccc(F)c(F)c1 | -0.27 | -4.6
CCC(Sc1ccc2nnc(-c3cccnc3)n2n1)C(=O)OC (stereo not given) | -0.64 | -1.0
O=C1C2C(C(=O)N1/N=C/c1ccc(N3CCCCC3)o1)C1C=CC2C12CC2 (stereo not given) | 0.13 | 0.9
N#Cc1c(Cl)nc(-c2cccnc2)nc1-c1ccccc1 | -2.17 | -0.5
CNS(=O)(=O)c1cccc(C(=O)OCC(=O)N(CCC#N)c2ccccc2)c1 | -0.27 | -0.6
COc1ccc(OC)c(NC(=O)C2CC(=O)N(c3ccccc3)C2)c1 (stereo not given) | -0.56 | 0.3
Cc1ccc(CNC(=O)C23CN(Cc4ccccc4)CC2C(c2cccc([N+](=O)[O-])c2)=NO3)cc1 (stereo not given) | -1.14 | -1.2
Cc1cc(NC(=O)COC(=O)c2c(C)nn(-c3ccccc3)c2C)no1 | -0.37 | -1.6
COc1cc(CCC(=O)Nc2c(C(=O)N3CCN(c4ccccc4OC)CC3)oc3ccccc23)on1 | 0.36 | -1.7
Cc1ccc(S(=O)(=O)N2CCN(CC(=O)N/N=C\c3ccccn3)CC2)cc1 | -1.12 | -0.4
C/C(=N/NC(=O)c1cc(O)c(O)c(O)c1)c1ccc([N+](=O)[O-])cc1 | 0.77 | ·
O=C(NNC(=O)c1ccccc1O)c1cccc(Br)c1 | 0.76 | 0.7
CCOc1ccc(C2C(C(=O)Nc3cc(C)on3)c3ccccc3C(=O)N2CCN2CCOCC2)cc1 (stereo not given) | 0 | -0.3
O=C(Oc1ccc(Br)cc1C(=S)N1CCCCC1)c1cc([N+](=O)[O-])cc([N+](=O)[O-])c1 | -0.01 | 0.1
Cc1cc(Cl)ccc1OCCCC(=O)NO | -1.36 | -0.4

Molecule | Kir21 inh | STK33 kinase inh
COc1cc(NC(=O)CN2C(=O)NC(c3ccccc3)(c3ccccc3)C2=O)cc(OC)c1 | -1.7 | 0.0
CCOC(=O)C1CCCN(c2ccc(NC(=O)c3snc4c(=O)[nH]c(C)nc34)cc2)C1 (stereo not given) | -0.56 | -0.6
CCc1nc2ccccc2n(CC)c1=O | -1.81 | -1.2
CC(C)N(C)C1CCN(C(=O)Nc2ccc(Cl)cc2)CC1 | 1.59 | -0.3
Cc1ccc(-c2ccc(=O)[nH]n2)cc1 | 0.45 | -1.4
CSc1ccccc1C(=O)Nc1ncn[nH]1 | 0.8 | -1.8
O=C(CSc1nnc(-c2cccnc2)n1Cc1ccco1)c1ccccc1 | -2.61 | 0.0
O=C1Nc2ccccc2C1=Nc1ccc(Cl)cc1 | 1.5 | -0.6
CCOC(=O)C1CCC/C1=N\NC(=O)CN(c1cc(OC)ccc1OC)S(=O)(=O)c1ccccc1 (stereo not given) | -0.57 | -1.2
Cc1ccc(C(=O)Nc2ccc(F)cc2F)o1 | -1 | -0.4
COc1ccc(C(C(=O)NC(C)(C)C)N(C(=O)CCC(=O)Nc2cc(C)on2)c2cc(C)cc(C)c2)cc1 (stereo not given) | 0.3 | -0.4
CCOC(=O)Cc1csc(NC(=O)c2ccc3ncsc3c2)n1 | -0.13 | -2.1
O=C(NCCCN1CCOCC1)C(C(=O)c1ccccc1)n1ccccc1=O (stereo not given) | -0.03 | 0.6
COc1cccc(C(=O)NCCS(=O)(=O)NCc2ccc3c(c2)OCO3)c1 | -1.23 | 0.3
O=C(Nc1ccccc1)c1ccccc1NS(=O)(=O)c1ccc(Cl)s1 | -0.99 | -0.4

Molecule | Kir21 inh | STK33 kinase inh
Cc1[nH]c2ccccc2c1C(=O)COC(=O)C(C)C | 1.98 | 0.0
CN1CCN(CCCNC(=O)c2ccc(CSCc3cccc(Cl)c3)o2)CC1 | -1.9 | -0.3
COc1ccc(-c2nn(C)c(=O)c3ccccc23)cc1CNC(=O)c1ccco1 | -0.29 | 0.3
NC(=O)CC[C@H](NC(=O)c1ccc(F)cc1)C(=O)OCC(=O)Nc1c(F)c(F)c(F)c(F)c1F | 1.59 | -0.9
CCN(CC)S(=O)(=O)c1ccc(S(=O)(=O)N2CCCC2C(=O)O)cc1 (stereo not given) | 0.21 | -0.7
COCCn1c(Cc2ccccc2)nnc1SCC(=O)Nc1oc(C)c2c(C)n[nH]c(=O)c12 | -0.02 | 5.8
O=C(N=C1c2ccccc2CN1c1ccccc1)c1cccc([N+](=O)[O-])c1 | 0.13 | -1.6
C[C@H](CO)N1C[C@H](C)[C@@H](CN(C)Cc2ccc(Cl)c(Cl)c2)Oc2c(NC(=O)c3ccncc3)cccc2C1=O | · | 0.9
C=C(C)C(=O)Nc1cccc(C2=NOC3(C2)C[C@H](C(N)=O)N(C(=O)CC#N)C3)c1 (stereo not given in full) | 0.79 | 0.0
Cn1c(C(=O)N[C@@H](Cc2ccccc2)C(=O)NCCC(=O)O)cc2cc(Cl)ccc21 | 0.93 | -2.7
Cc1ccc(C)c(-c2cc(C(=O)NCc3cccs3)c3ccccc3n2)c1 | -1.51 | -0.4
Cc1cccc(N2C(=O)N3[C@@H]4c5ccccc5OC[C@@H]4[C@@H](c4ccccc4)[C@@]3(C)C2=O)c1 | 0.04 | -0.3
Cc1sc2nc3ccc(N4CCCC4)nn3c(=O)c2c1C | -0.66 | -1.1
Cc1cccc(C)c1NC(=O)COC(=O)Cc1ccsc1 | 0.12 | 1.1
COc1ccc(NC2CCCN(C(=O)CCCn3cncn3)C2)cc1OC (stereo not given) | 1.94 | -1.7

molecule	Kir21 inh	STK33 kinase inh
O=C(CC1Oc2ccccc2NC1=O)NC1CC1 (stereo not given)	-0.46	-0.2
CSc1ccccc1NC(=O)CN1c2ccccc2CC1C (stereo not given)	-2.59	8.1
Cc1cccc(N2CC(c3nc4ccccc4[nH]3)CC2=O)c1 (stereo not given)	1.47	8.2
CCCc1nc(Nc2nc3ccccc3o2)nc(C)c1C(=O)OCC	0.04	-1.0
CCOc1ccccc1-c1nc(CN2CCN(C(=O)c3ccco3)CC2)c(C)o1	-0.25	0.3
Cc1ccc(C(C(=O)NC2CCCC2)N(Cc2ccc3c(c2)OCO3)C(=O)c2snc(C(N)=O)c2N)cc1 (stereo not given)	-0.02	-1.1
COc1ccc(NC(=O)CCNS(=O)(=O)c2cc(Br)cnc2N)c(OC)c1	0.56	-1.2
Cc1cc(C)n2nc(C(=O)N/N=C/c3ccccc3C)nc2n1	-0.1	-0.7
COCCNC(=O)CN1CCC(NC(=O)c2ccco2)CC1	-0.9	-1.4
C[C@H](CO)N1C[C@H](C)[C@@H](CN(C)S(=O)(=O)c2ccccc2)Oc2ccc(NS(=O)(=O)c3cccs3)cc2C1=O	·	-0.8
O=C(CSc1nnc2scc(-c3ccccc3)n12)c1ccc2c(c1)OCCO2	-0.53	-0.8
c1ccc(SSc2ccccc2)cc1	0.64	-0.9
O=C1c2ccccc2CCC12N=NCC2c1ccccc1 (stereo not given)	-0.5	-0.2
CC(=O)c1c(C)[nH]c(C(=O)COc2ccc3ccc(=O)oc3c2)c1C	-0.06	-1.3
Cc1ccc(CCNC(=O)C2CCCN(S(=O)(=O)c3c(C)noc3/C=C/N(C)C)C2)cc1 (stereo not given)	·	0.3
COc1ccc(CCNc2ccc(N3C(=O)CC(C)C3=O)cc2[N+](=O)[O-])cc1 (stereo not given)	0.67	-0.9
COc1cccc(/C=N/NC(=O)Cn2cnc3c2c(=O)n(C)c(=O)n3C)c1	1.14	-2.7
CCOc1cc2[nH]c(=S)n(CCc3ccc(OC)c(OC)c3)c(=O)c2cc1OCC	1.79	-1.4
Cc1cc2cc(CCNC(=O)CCc3ccccc3)c(=O)[nH]c2cc1C	0.99	-2.0
O=C(NC(=S)N1CCCCC1)c1cccnc1	0.67	-2.8
OC(CN1C2=NCCN2c2ccccc21)c1ccc(Br)cc1 (stereo not given)	-1.25	0.7
CC(=O)OCC1OC(Sc2cccc3cccnc23)C(OC(C)=O)C(OC(C)=O)C1OC(C)=O (stereo not given)	1.26	-0.8
COc1cc2c(C(=O)N3CCN(c4cccc(Cl)c4)CC3)cn(CC(C)C)c(=O)c2cc1OC	-1.41	-0.1
O=C(O)CSc1nnc(-c2ccco2)o1	-0.5	0.6
Clc1ccc(CSc2ccc(-c3ccco3)nn2)cc1	-0.69	0.8

Seven compounds out of the list above, arranged by their value in Kir21 inh, largest number first:
molecule	Kir21 inh	STK33 kinase inh
COc1cccc(/C=N/NC(=O)Cn2cnc3c2c(=O)n(C)c(=O)n3C)c1	1.14	-2.7
c1ccc(SSc2ccccc2)cc1	0.64	-0.9
COc1ccc(NC(=O)CCNS(=O)(=O)c2cc(Br)cnc2N)c(OC)c1	0.56	-1.2
Cc1ccc(C(C(=O)NC2CCCC2)N(Cc2ccc3c(c2)OCO3)C(=O)c2snc(C(N)=O)c2N)cc1 (stereo not given)	-0.02	-1.1
O=C1c2ccccc2CCC12N=NCC2c1ccccc1 (stereo not given)	-0.5	-0.2
Clc1ccc(CSc2ccc(-c3ccco3)nn2)cc1	-0.69	0.8
OC(CN1C2=NCCN2c2ccccc21)c1ccc(Br)cc1 (stereo not given)	-1.25	0.7

Additional records.
molecule	Kir21 inh	STK33 kinase inh
N#CCCN1CCNCC1	2.6	-0.8
O=C(NNc1nc2c(F)cccc2s1)c1cc(=O)c2ccccc2o1	-0.04	-0.8
CS(=O)(=O)N1CCC(C(=O)Nc2ccccc2Br)CC1	0.01	·
COc1ccc(CN(CC(=O)NC2CCCC2)C(=O)CCC(=O)Nc2cc(C)on2)cc1	-0.68	-1.5
CC(=O)Nc1ccc(S(=O)(=O)NCCc2ccc(S(N)(=O)=O)cc2)cc1	-0.4	-0.4
O=C1NC2(CCCC2)N=C1c1ccc(Cl)cc1	0.37	-1.1
CCc1ccc(NS(=O)(=O)c2ccc3c(c2)CCN3C(=O)CCC(=O)O)cc1	0.93	-0.7
CCCn1c(=O)c(C(=O)c2ccccc2)nc2ccccc21	-1.34	0.1
O=C(CNCc1ccccc1)NC1C2CC3CC(C2)CC1C3 (stereo not given)	-0.34	·
Cc1ccc(-c2csc3ncn(CC(=O)N4CCOCC4)c(=O)c23)cc1	0.21	0.3
COc1ccc(Cl)cc1NC(=O)C[n+]1ccccc1	-0.72	-0.4
COc1ccc(CNC(=O)c2ccc(CS(=O)(=O)c3ccc(Br)cc3)o2)cc1	-2.21	-1.2
